D3 antag = D3 dopamine receptor (human) antagonism | P35462 | 2.5% of 360,000 active | D3R cells, DiscoveRx beta-arrestin luminescence, antagonist mode; hits give low values | max response, negative = inhibition, %; in the data active means max response below about -50%; inconclusive means no clear call, values can overlap the other calls; further: on the % scale 0 is the no-effect control and ±100 the full control effect; mostly tested at two doses, the higher about 12 µM
Target sequence (P35462 whole entry, looked up): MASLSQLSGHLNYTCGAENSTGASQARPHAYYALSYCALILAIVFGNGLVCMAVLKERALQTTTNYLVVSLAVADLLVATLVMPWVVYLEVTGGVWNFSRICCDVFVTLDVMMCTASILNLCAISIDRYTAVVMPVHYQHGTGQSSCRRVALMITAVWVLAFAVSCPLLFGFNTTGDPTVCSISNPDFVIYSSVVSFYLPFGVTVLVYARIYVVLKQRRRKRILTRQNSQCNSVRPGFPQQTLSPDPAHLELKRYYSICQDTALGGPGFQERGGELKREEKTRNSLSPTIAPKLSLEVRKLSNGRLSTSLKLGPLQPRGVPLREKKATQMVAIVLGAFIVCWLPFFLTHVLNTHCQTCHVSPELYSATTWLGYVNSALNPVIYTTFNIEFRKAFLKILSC
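Cells plated overnight at 1500 cells/well, then exposed to library compounds with dopamine controls for 90 minutes at 37 degrees C. DiscoveRx reagent added for 30–60 minutes at room temperature; luminescence read, quantitative HTS format.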
SW480 rerep = inducers of DNA re-replication in SW480 colon cancer cells; SW480 DNA re-replication, Hoechst DNA content imaging, 48 h; 1.8% of 340,000 active; AID 624297; Potency, µM (series often up to 46.1 µM), inactives show at the top dose re-replication activation, hits mostly activators; further: potency means the concentration at half of the fitted maximal effect; % of control where 0% means no effect; nearly all actives have a fitted effect of over 55% in size
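Treated cells incubate 48 hr (37 C, 5% CO2), are stained 40 min with Hoechst, and nuclear fluorescence is enumerated; a rise in nuclei with high DNA signal marks re-replication.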
KB-V1 cytotox = kills drug-selected multidrug resistant KB-V1 cells. AID 1347076. 3.4% of 400,000 active. KB-V1 MDR cells viability, CellTiter-Glo, 72 h. Potency, µM (series often up to 46.1 µM), for inactives: top-dose activity change, negative = cytotoxicity, hits mostly cytotoxic; further: potency means the concentration at half of the fitted maximal effect; on the % scale 0 is the no-effect control and ±100 the full control effect; nearly all actives have a fitted effect of over 60% in size
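Cytotoxicity toward P-gp-expressing KB-V1 cells was determined as loss of CellTiter-Glo luminescence after 72 h at 37 degrees C. Compounds were tested in quantitative HTS format across a concentration range, with curves fitted to normalized data.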
GLP-1R agonist = GLP-1 receptor (human) agonism; HEK293 GLP-1R CRE-luciferase, luminescence, 4-6 h; cells express a hypersensitive GLP-1R form; Potency, µM (highest dose often 45.6 µM), without a hit: at the top dose activation, usual class: activators; 0.007% of 380,000 active; AID 624172; further: potency means the concentration at half of the fitted maximal effect; % of control where 0% means no effect
Target sequence (P43220 whole entry, looked up): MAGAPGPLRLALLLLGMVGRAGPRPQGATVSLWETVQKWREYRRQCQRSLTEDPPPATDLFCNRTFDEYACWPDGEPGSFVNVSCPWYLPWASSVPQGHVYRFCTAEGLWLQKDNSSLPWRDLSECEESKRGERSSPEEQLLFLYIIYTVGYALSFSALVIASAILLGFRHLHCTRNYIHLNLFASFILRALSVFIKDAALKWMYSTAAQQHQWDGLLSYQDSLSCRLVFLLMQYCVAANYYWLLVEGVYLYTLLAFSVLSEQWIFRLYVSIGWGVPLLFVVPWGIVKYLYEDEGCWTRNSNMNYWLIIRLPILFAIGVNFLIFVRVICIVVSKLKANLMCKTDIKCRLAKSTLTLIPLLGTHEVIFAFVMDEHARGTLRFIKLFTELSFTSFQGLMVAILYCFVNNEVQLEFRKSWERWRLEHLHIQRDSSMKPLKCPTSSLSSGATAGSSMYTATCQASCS
IL1B secr inh = inflammasome signaling inhibition, IL-1 beta readout. THP-1 LPS/ATP IL-1B secretion, AlphaLISA, 16 h; hits give low values. activity change, % at 57.5 µM. 4.7% of 360,000 active; in the data active means activity change below about -50%; inconclusive means mostly about -30% to -49%; further: on the % scale 0 is the no-effect control and ±100 the full control effect
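THP-1 cells pretreated 1 hr with compounds (up to 57.5 uM final), then stimulated with LPS (250 ng/mL final) plus ATP (1.25 mM final); secreted IL-1B measured by AlphaLISA after 16 hr, decreased signal indicating inhibition.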
HT1080NT lethal = kills 2HG-producing HT-1080-NT fibrosarcoma cells; HT-1080-NT fibrosarcoma viability, CellTiter-Glo ATP luminescence, 48 h; Potency, µM (doses to about 46.1 µM), for inactives: top-dose activity, negative = less viability, usual class: cytotoxic; 1.6% of 360,000 active;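 further: NT is the 2HG producing partner of a matched IDH1 knockdown line; potency means the concentration at half of the fitted maximal effect; 0% = DMSO-treated cells and -100% = media-only wells without cells; nearly all actives have a fitted effect of over 55% in size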
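Compounds were tested in concentration-response format on HT-1080-NT cells for 48 hours at 37 degrees C. Cell viability came from CellTiter-Glo luminescence; curves were classified by r2, response magnitude and activity.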
DRD3 agonist = activates the human D3 dopamine receptor | 0.58% of 410,000 active | max activation, % | D3R DiscoveRx beta-arrestin cells, luminescence, 90 min | AID 652048; in the data active means max activation above about 30%; further: 0% is about no effect; mostly tested at two doses, the higher about 12 µM
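Agonist-mode cell screen: cells plated at 1500/well and incubated overnight at 37 °C, then exposed to library compounds for 90 min at 37 °C. Detection reagent was added for 30–60 min at room temperature, and luminescence was read.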
HT1080 IDH1KD tx = HT-1080 IDH1 knockdown cell toxicity (counter line) | HT-1080 IDH1 knockdown viability, ATP luminescence, 48 h | Potency, µM (doses to about 46.1 µM), inactives show at the highest dose activity, negative = toxicity, usual class: cytotoxic | 2% of 360,000 active;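 further: potency means the concentration at half of the fitted maximal effect; 0% = DMSO wells and -100% = cell-free medium wells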
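Luminescent ATP read-out (CellTiter-Glo, 10 min at room temperature) after 48 h compound exposure at 37 °C gave viability of IDH1-knockdown HT-1080 cells. Activity was normalised to DMSO and cell-free wells, then fitted as concentration-response curves.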
KB-3-1 cytotox = KB-3-1 parental cell cytotoxicity; Potency, µM (series often up to 46.1 µM), for the others: at the highest dose activity change, negative = cytotoxic, most hits filed as cytotoxic; KB-3-1 viability, CellTiter-Glo ATP luminescence, 72 h; 1.4% of 400,000 active; further: potency means the concentration at half of the fitted maximal effect; on the % scale 0 is the no-effect control and ±100 the full control effect; nearly all actives have a fitted effect of over 60% in size
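Using CellTiter-Glo luminescence, growth of non-resistant KB-3-1 adenocarcinoma cells is assessed 72 h after pin-tool compound addition at 37 °C. Normalized responses across the concentration series yield fitted curves.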
An asterisk follows results filed as active; ? = inconclusive; . = no result given; & = joins results of further samples; [ ] = dose if it differs, or a comment. Unless noted, the call rests on the fitted dose curve; in most records, active means well fitted curve in the direction sought with a large enough effect; inconclusive means small, poorly fitted or top-dose-only effect, or another doubt; inactive means no such curve, though single readings can be large; an effect the other way counts as inactive or inconclusive.

No.	canonical_smiles	D3 antag	SW480 rerep	KB-V1 cytotox	GLP-1R agonist	IL1B secr inh
1	CCC(C)N(C(=O)Cn1nnc2ccccc21)C(C(=O)NCc1ccco1)c1cccc(OC)c1 (stereo not drawn)	-2	2%	-6%	4%	-1
2	CC1(C(=O)NS(=O)(=O)C2CC2)CCN(C(=O)c2cc(F)cc(F)c2)C1 (stereo not drawn)	19	.	5%	5%	12
3	O=C(C[C@H]1C/C=C\CCCCC(=O)OC[C@H]2CCCN2C1=O)N[C@H](CO)Cc1ccccc1	21	-8%	8%	-2%	21
4	N#C/C(N=Nc1ccccc1O)=N\Nc1ccccc1O	-2	2%[9.22 µM]	?	-17%	?
5	O=C(NCc1ccccc1)c1onc(CSc2ccc(F)cc2)c1C(=O)NCCCN1CCOCC1	13	-2%	-7%	3%	-1
6	Cn1c(N)c(C(=O)COC(=O)c2ccccn2)c(=O)n(C)c1=O	1	6%	0%	0%	10
7	CC(=O)c1cccc(-c2ccnc3c2CC(C(=O)Nc2ccc(Cl)c(C(F)(F)F)c2)O3)c1 (stereo not drawn)	-5	.	1%	1%	94
8	NC(=O)C[n+]1cccc(/C=N/O)c1	8	0%	2%	-1%	1
9	COCC(C)n1c(SCc2ccc(C(=O)OC)cc2)nc2ccccc2c1=O (stereo not drawn)	-15	-7%	-19%	25%	5
10	Cn1c(CN2CCOCC2)nnc1SCC(=O)Nc1cccc(C(F)(F)F)c1	-10	-13%	-14%	2%	4
11	O=C(Nc1ccc(OCc2ccccc2)cc1)c1cccc([N+](=O)[O-])c1	-23	1%	-19%	3%	-4
12	O=C(NC1CC1)C(Cc1ccccc1)NS(=O)(=O)c1ccccc1F (stereo not drawn)	-7	21%	30%	11%	20

No.	HT1080NT lethal	DRD3 agonist	HT1080 IDH1KD tx	KB-3-1 cytotox
1	15%	6	23%	6%
2	23%	4	4%	0%
3	10%	2	14%	0%
4	21µM*	11	9.2µM*	16µM*
5	-10%	-38	-15%	8%
6	1%	2	7%	12%
7	-20%	-3	?	-8%
8	10%	2	11%	-5%
9	-16%	1	-24%	-1%
10	1%	1	17%	-2%
11	-33%	-6	?	-11%
12	14%	9	12%	19%

Part of the list above in order of number of heavy atoms, descending.
No.	canonical_smiles	D3 antag	SW480 rerep	KB-V1 cytotox	GLP-1R agonist	IL1B secr inh
5	O=C(NCc1ccccc1)c1onc(CSc2ccc(F)cc2)c1C(=O)NCCCN1CCOCC1	13	-2%	-7%	3%	-1
3	O=C(C[C@H]1C/C=C\CCCCC(=O)OC[C@H]2CCCN2C1=O)N[C@H](CO)Cc1ccccc1	21	-8%	8%	-2%	21
9	COCC(C)n1c(SCc2ccc(C(=O)OC)cc2)nc2ccccc2c1=O (stereo not drawn)	-15	-7%	-19%	25%	5
6	Cn1c(N)c(C(=O)COC(=O)c2ccccn2)c(=O)n(C)c1=O	1	6%	0%	0%	10

No.	HT1080NT lethal	DRD3 agonist	HT1080 IDH1KD tx	KB-3-1 cytotox
5	-10%	-38	-15%	8%
3	10%	2	14%	0%
9	-16%	1	-24%	-1%
6	1%	2	7%	12%

(continued)
No.	canonical_smiles	D3 antag	SW480 rerep	KB-V1 cytotox	GLP-1R agonist	IL1B secr inh
13	Cc1ccc(C(=O)CC(C(=O)O)n2ccc(C)n2)cc1 (stereo not drawn)	-29	-4%	11%	-8%	0
14	Cc1cc(C)nc(NS(=O)(=O)c2ccc(NC(=S)NC(=O)c3ccco3)cc2)n1	-22	-1%	1%	3%	120
15	CCC(C)NC(=O)CNC(=O)Cn1c(C)cc2ccccc2c1=O (stereo not drawn)	-17	0%	3%	-13%	0
16	O=C(CCCN1C(=O)c2ccccc2C1=O)Nc1nccs1	32	2%	-12%	-3%	16
17	O=C1N=C(N2CCOCC2)S/C1=C/c1ccc(-c2ccccc2Cl)o1	-24	?	-3%	6%	-13
18	CC1(C)CC(=O)N(Cc2ccccc2)C(=O)C1	3	9.2µM*	8%	16%	2
19	CCOC(=O)CSc1nnc(CNC(=O)c2cccs2)n1-c1cc(OC)ccc1OC	-10	-1%	-26%	-12%	27
20	O=C(CCC(=O)NNC(=O)c1ccccc1[N+](=O)[O-])NCc1ccccc1	3	5%	2%	1%	-8
21	CC1=CC(C)(C)NC(=S)N1c1cccc2ccccc12	0	-7%	-27%	4%	0
22	O=C(CC1C(=O)NCCN1Cc1cccc(Oc2ccccc2)c1)NCCn1cccn1 (stereo not drawn)	-1	-3%	22%	6%	-4
23	COc1cccc(-n2c(SCC(=O)NC3CC3)nc3ccccc3c2=O)c1	-18	.	?	7%	8
24	CCOc1ccccc1NC(=O)Nc1cccc(NC(C)=O)c1	-19	-12%	-17%	-4%	-1

No.	HT1080NT lethal	DRD3 agonist	HT1080 IDH1KD tx	KB-3-1 cytotox
13	9%	-2	6%	2%
14	-15%	-3	-10%	3%
15	15%	1	16%	12%
16	10%	-2	14%	5%
17	-13%	-2	-9%	19%
18	14%	1	12%	-1%
19	18%	7	5%	4%
20	13%	-8	15%	-4%
21	6%	-8	1%	-13%
22	17%	-5	1%	10%
23	-5%	-4	-8%	-7%
24	0%	-6	-2%	-6%

Going on with the list:
No.	canonical_smiles	D3 antag	SW480 rerep	KB-V1 cytotox	GLP-1R agonist	IL1B secr inh
25	O=C(CCN1C(=O)c2ccccc2C1=O)Nc1ccc2c(c1)OCCO2	-15	1%	-12%	5%	-11
26	c1ccc2c(c1)N1CCCN=C1N2CCN1CCCCC1	5	-9%	-8%	2%	0
27	Cc1ccc(N(CC(=O)Nc2ccc(F)cc2F)S(=O)(=O)c2cccs2)cc1	.	.	?	-4%	.
28	COc1ccccc1S(=O)(=O)N1CCC(C(=O)O)(c2ccccc2)CC1	-13	-10%	0%	-3%	12
29	O=C(NNC(=S)NCc1ccco1)c1cccs1	-5	-59%[inhibitor]	27%	3%	12
30	CC1=CCn2c(=O)c3ccccc3c(=O)n2C1	-13	4%	10%	7%	8
31	Cc1ccc(C(C(=O)NCc2ccco2)N(CCc2ccccc2)C(=O)Cn2nnc3ccccc32)o1 (stereo not drawn)	37	0%	0%	-3%	2
32	O=C(O)c1ccccc1C(=O)Nc1ccc(Oc2cccc3ccccc23)cc1	-1	-4%	?	5%	24
33	COc1cccc(NCc2ccc([N+](=O)[O-])s2)c1	3	-2%	-3%	3%	-11
34	COc1cc(/C=N/Nc2snc(SC)c2C#N)ccc1O	-18	?	?	6%	17
35	C[C@H]1CN([C@@H](C)CO)C(=O)CCCn2cc(nn2)CO[C@@H]1CN(C)S(=O)(=O)c1ccc2ccccc2c1	17	.	9%	2%	-15
36	CCN(Cc1cc2cc(OC)ccc2[nH]c1=O)C(=O)Cc1ccc(OC)cc1	-28	1%	3%	-1%	-6

No.	HT1080NT lethal	DRD3 agonist	HT1080 IDH1KD tx	KB-3-1 cytotox
25	10%	17	9%	-12%
26	-2%	3	0%	-2%
27	.	-6	.	?
28	-1%	20	-1%	13%
29	9%	-4	13%	-9%
30	15%	-1	17%	-5%
31	-9%	-2	-6%	-1%
32	-8%	-6	-1%	8%
33	-5%	-6	0%	-4%
34	?	-10	3.2µM*	0%
35	3%	-4	8%	0%
36	5%	-3	3%	5%

Going on with the list.
No.	canonical_smiles	D3 antag	SW480 rerep	KB-V1 cytotox	GLP-1R agonist	IL1B secr inh
37	C[C@@H](c1ccccc1)N1C[C@H](COCc2ccccc2)Oc2cc(N3CC[C@@H](O)C3)ccc2S1(=O)=O	8	.	0%	-2%	19
38	COc1ccc2oc(=O)c(C(=O)O)cc2c1	-9	-7%	11%	-16%	-8
39	CC1CCCC(C)N1NC(=O)c1ccc(Cl)c(S(N)(=O)=O)c1 (stereo not drawn)	7	?	11%	2%	15
40	COc1cc(C(=O)NC(=S)N(CCc2ccccc2)CCc2ccccc2)cc(OC)c1OC	22	?	2.3µM*	-41%	0
41	COc1ccccc1NC(=O)c1cc(C)oc1C	5	-5%	-11%	2%	-13
42	O=C(NC1CCCCCC1)c1cccc(S(=O)(=O)N2CCOCC2)c1	-3	-7%	-17%	0%	20
43	Cc1ccc(NC(=O)C2CCCN2C(=O)Oc2ccccc2)c(C)c1 (stereo not drawn)	10	-2%	0%	2%	4
44	O=C(Oc1cccc(-c2cnc3ccccc3n2)c1)c1ccco1	-14	0%	0%	7%	0
45	COc1cc(C=O)ccc1OCc1cn(CC(=O)c2ccc(O)cc2)nn1	34	-1%	3%	0%	9
46	O=C(O)c1ccc(CSCc2ccco2)cc1	-19	-6%[9.22 µM]	6%	-6%	9

No.	HT1080NT lethal	DRD3 agonist	HT1080 IDH1KD tx	KB-3-1 cytotox
37	?	0	-29%	-4%
38	8%	-2	4%	-18%
39	16%	0&7	13%	0%
40	-8%	7	?	?
41	?	-7	4%	-5%
42	0%	0	-20%	8%
43	3%	8	7%	0%
44	-21%	-6	-12%	0%
45	19%	0	7%	-6%
46	-5%	-3	-1%	4%

Screening results deposited in PubChem by National Center for Advancing Translational Sciences (NCATS).

The order is random; 12% or so of the library scored in one or more.
